# Compound activity deposited in PubChem by The Scripps Research Institute Molecular Screening Center.
# CHRM1 antagonist: antagonists of human M1 muscarinic receptor; P11229; CHO-K1 hM1, Fluo-8 calcium fluorescence, ACh EC80 antagonist; hit rate 1.3% among 360,000; inhibition, % at 3 µM;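 active = percent inhibition above its own plate's cutoff, namely the mean of that plate's compound wells plus 3 SD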;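 also: peak over basal fluorescence ratio during 140 s after agonist addition; 0% = ACh EC80 plus DMSO and 100% = DMSO alone without agonist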
# Target sequence (P11229 whole entry, looked up): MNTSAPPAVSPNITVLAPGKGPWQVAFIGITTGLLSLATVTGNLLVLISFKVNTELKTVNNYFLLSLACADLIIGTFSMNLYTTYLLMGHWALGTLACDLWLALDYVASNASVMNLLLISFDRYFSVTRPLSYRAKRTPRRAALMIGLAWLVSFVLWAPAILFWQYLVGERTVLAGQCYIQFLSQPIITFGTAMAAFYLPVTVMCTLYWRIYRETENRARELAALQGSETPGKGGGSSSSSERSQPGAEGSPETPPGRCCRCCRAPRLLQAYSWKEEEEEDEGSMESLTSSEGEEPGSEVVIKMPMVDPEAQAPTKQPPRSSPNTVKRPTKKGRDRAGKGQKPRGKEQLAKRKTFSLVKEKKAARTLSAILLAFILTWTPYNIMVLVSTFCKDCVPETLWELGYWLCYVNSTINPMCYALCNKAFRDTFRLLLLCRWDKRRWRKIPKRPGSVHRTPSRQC
# TAAR1 agonist: human TAAR1 agonism; CHO RD-HGA16 TAAR1, Fluo-8 calcium fluorescence; vehicle wells 0%, saturating PEA agonist 100%; activation, % at 3 µM; Q96RJ0; AID 624467; hit rate 0.99% among 360,000;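 active = activation above the mean activation of all test compounds in the run plus 3 SD, cut at about 38% in these data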
# Target sequence (Q96RJ0 whole entry, looked up): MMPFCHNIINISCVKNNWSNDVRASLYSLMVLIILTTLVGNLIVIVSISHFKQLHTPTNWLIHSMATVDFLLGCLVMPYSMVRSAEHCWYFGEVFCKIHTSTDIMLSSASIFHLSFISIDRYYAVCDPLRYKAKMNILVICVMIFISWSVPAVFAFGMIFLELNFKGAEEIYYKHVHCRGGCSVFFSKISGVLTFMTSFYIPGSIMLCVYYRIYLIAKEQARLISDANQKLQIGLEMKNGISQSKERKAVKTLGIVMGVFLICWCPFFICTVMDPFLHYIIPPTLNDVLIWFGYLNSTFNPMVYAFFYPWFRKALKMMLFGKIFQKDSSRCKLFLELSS
#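 Repeats: no replicates (n 1) | Material: CHO-derived RD-HGA16 cells with stable Gα16 and human TAAR1 | Technique: Kinetic Fluo-8 calcium fluorescence | Schedule: 17-24 h seeding, 75 min 37 °C dye, 30 min RT | Evaluation: % activation from peak over basal fluorescence ratio, DMSO-to-PEA scaled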
# M1 ag: agonists of human M1 muscarinic receptor | CHO-K1 hM1, Fluo-8 calcium fluorescence, agonist mode; 0% DMSO, 100% acetylcholine EC100 | hit rate 0.33% among 360,000 | AID 588814 | activation, % at 3 µM;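 active = activation above the run's mean compound activation plus 3 SD, cut at about 16% in these data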;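 also: peak over basal fluorescence ratio within a 140 s kinetic read after compound addition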
# CHRM1 PAM: human CHRM1 positive allosteric modulation; CHO-K1 hM1, Fluo-8 calcium fluorescence, ACh EC20; 0% = ACh EC20, 100% = maximal ACh; activation, % at 3 µM; hit rate 0.088% among 360,000; in the data active = activation above about 19%, passing the limit was not always enough
# TAAR1 antagonist: human TAAR1 antagonism; Q96RJ0; CHO RD-HGA16 TAAR1, Fluo-8 calcium fluorescence, antagonist; inhibition, % at 3 µM; hit rate 1.5% among 360,000;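 active = inhibition above a per-plate cutoff, the mean inhibition of test compounds on that plate plus 3 SD, cut at about 49% in these data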;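 also: 0% = DMSO plus EC80 beta-PEA response and 100% = DMSO alone without agonist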
#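 Test system: hTAAR1-expressing CHO RD-HGA16 cells, Gα16-coupled; Probe or stimulus: EC80 β-phenethylamine stimulus; Compound dosing: single nominal final test compound concentration of 3 µM; Timing: 140 s kinetic read after compound, 140 s after agonist; Signal: Fluo-8 calcium-sensitive fluorescence; Measure: % inhibition of agonist calcium response; Controls: DMSO and EC80 PEA controls.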
# CHO parental Ca: counter-screen: ATP calcium response change in parental CHO cells | inhibition, % at 5.6 µM | parental CHO-K1, ATP-induced calcium, Fluo-8 fluorescence | hit rate 0.63% among 330,000;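 active = inhibition above that plate's mean sample inhibition plus 3 SD, cut at about 26% in these data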;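 also: 0% = ATP-challenged DMSO wells and 100% = DMSO wells without ATP; some compounds past the cut are filed as inactive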
#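 Material – parental CHO cells · Reagent – ATP stimulus · Compound – single nominal dose of 5.6 µM per compound · Detection – Fluo-8 fluorescence · Read-out basis – percent inhibition of calcium signal · Controls – ATP-challenged DMSO wells low, unchallenged DMSO wells high · Repeats – no replicates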
# M1 ag parental: M1 agonist counterscreen hit in parental CHO-K1 cells; AID 602248; activation, % at 3 µM; hit rate 0.48% among 360,000; Fluo-8 calcium fluorescence; scaled to maximal ATP response, vehicle zero; in the data active = activation above about 15%;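 also: untransfected CHO-K1 host cells lacking M1 receptor as counterscreen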
# CHO-K1 Ca antag: counter-screen for M1 antagonists: effect in parental CHO-K1 cells | ATP-induced calcium, Fluo-8 fluorescence | inhibition, % at 3 µM | hit rate 0.6% among 360,000 | AID 602250;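 active = inhibition above a per-plate cutoff, the plate's mean sample inhibition plus 3 SD, cut at about 24% in these data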;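 also: 0% = DMSO plus EC80 ATP and 100% = DMSO alone without ATP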
# M1 PAM parental: nonselective activator or artifact in parental CHO-K1 calcium assay; ATP EC20, Fluo-8 calcium fluorescence; 0% at ATP EC20, 100% at ATP max; activation, % at 3 µM; hit rate 0.02% among 360,000;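 active = activation above the run cutoff, the mean activation of all test compounds plus 3 SD, cut at about 40% in these data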;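 also: peak over basal fluorescence ratio in a 140 s read after ATP addition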
# Numbers without * were called inactive; nt = no result given.
SMILES,CHRM1 antagonist,TAAR1 agonist,M1 ag,CHRM1 PAM,TAAR1 antagonist,CHO parental Ca,M1 ag parental,CHO-K1 Ca antag,M1 PAM parental
COc1ccc(CN2CCCC(C(=O)c3ccc(Cl)cc3)C2)cc1Cn1cncn1 (stereo not given),75*,8,-15,-39,-4,-46,0.5,-10,12
COc1ccc(NC(=O)N2c3ccc(OC)cc3C(C)=CC2(C)C)cc1,2,-1,-6,3,12,-18,0.2,25*,7
O=C(Nc1cccs1)Nc1c(F)cc(F)cc1Br,-8,8,-2,-1,10,-12,1.6,-7,-6
O=C(NCCc1ccc(Cl)cc1)C1CCN(S(=O)(=O)c2ccc(Br)s2)CC1,12,11,3,-3,40,12,0.4,0,-5
CCCCNc1c(-c2ccc(SC(C)CC)cc2)nc2cnccn12 (stereo not given),28,nt,-9,-20,nt,29,-0.6,-11,29
CC(C)(C)OC(=O)N(CCc1ccccc1)Cc1ccc(OCc2cccc(NC(=O)C3CCC3)c2)cc1,-4,3,-2,2,15,nt,0.4,-9,16
Cc1noc(C)c1NC(=O)N(C)C[C@@H]1OCc2ccccc2-c2c(n(C)c3ccccc23)C(=O)N([C@H](C)CO)C[C@H]1C,-2,2,-2,-3,-10,nt,-0.4,-4,4
CCOC(=O)C1=C(C)N=c2s/c(=C\c3ccc(OCC(=O)O)cc3)c(=O)n2C1c1ccccc1OC (stereo not given),0,6,-4,1,-11,-8,0.1,-8,10
CCN(CC)/C(Sc1ccccc1)=C(/C(Cl)=C(Cl)Cl)[N+](=O)[O-],-7,4,-8,10,2,-1,0.8,-20,27
Clc1c(Cl)c(Cl)c2n[nH]nc2c1Cl,3,18,0,-4,-10,-7,9.9,-2,-9
CCc1nnc(NC(=O)C2CCCN2C(=O)Nc2ccc(Cl)cc2)s1 (stereo not given),16,-2,-4,-7,4,-16,1.4,-9,-4
CCOC(=O)c1ccc(-c2c(-c3ccccc3OC)sc3cc4c(cc23)OCO4)cc1F,0,5,-4,-2,-15,-23,0.3,-8,1
COc1cc(C(=O)OCC(=O)N2CCNC2=O)cc(Cl)c1OC,-3,0,-1,7,-3,nt,4.5,5,3
CCOc1ccc(NC(=S)NC(=O)/C=C/c2ccco2)cc1,7,1,-7,-11,8,-20,-0.1,15,-13
Cc1ccc(C(=O)NC(=S)NCC(=O)c2ccccc2)cc1,-3,7,-5,7,13,-4,0.4,-4,23
O=C(COc1ccccc1F)NC12CC3CC(CC(C3)C1)C2,-14,-2,-3,12,-14,-12,1.1,-14,24
COc1ccc(CN(Cc2cccnc2)S(=O)(=O)c2ccc(-n3cnnn3)c(OC)c2)cc1,4,7,-10,-2,5,-10,5.6,-13,12
CCNC(=O)c1ccc2c(c1)S(=O)(=O)c1ccccc1C2=O,5,1,-1,0,9,-21,0.6,4,-8
c1ccc(CN2CCN(CCOCCOc3cccc4ccccc34)CC2)cc1,2,6,-7,-3,-25,-26,1.3,-7,0
Cc1cccc(C(=O)OC(C)C(=O)N2CCc3ccccc3C2)c1C (stereo not given),4,8,0,2,-19,-21,0.7,-10,6
CCNc1nc(NC(C)(C)C)nc(Oc2ccc(=O)n(-c3ccccc3)n2)n1,1,9,-3,0,-9,-15,0.2,-3,16
O=C(CCCCC(=O)Sc1ccccc1)Sc1ccccc1,-8,0,-3,0,-4,nt,0.3,-4,2
C[C@@H]1C[C@@H]2OC(=O)[C@]3(C)[C@H]2[C@@H](OC3(C)O)[C@]2(C)C(=O)C=C[C@H]12 (stereo not given in full),0,6,-11,1,-8,15,0.6,9,12
CC(=O)c1ccc(NC(=O)c2cccc(S(=O)(=O)N3CCN(C)CC3)c2)cc1,-2,-7,-5,0,1,-15,0.2,-16,-7
CCN(CC)CCCNC(=S)N1CCC(c2nc3ccccc3[nH]2)CC1,-6,1,-9,-2,-4,-7,0.7,-7,13

# Arranged by count of non-hydrogen atoms (smallest number first): some entries from above
SMILES,CHRM1 antagonist,TAAR1 agonist,M1 ag,CHRM1 PAM,TAAR1 antagonist,CHO parental Ca,M1 ag parental,CHO-K1 Ca antag,M1 PAM parental
Clc1c(Cl)c(Cl)c2n[nH]nc2c1Cl,3,18,0,-4,-10,-7,9.9,-2,-9
O=C(Nc1cccs1)Nc1c(F)cc(F)cc1Br,-8,8,-2,-1,10,-12,1.6,-7,-6
Cc1ccc(C(=O)NC(=S)NCC(=O)c2ccccc2)cc1,-3,7,-5,7,13,-4,0.4,-4,23
COc1cc(C(=O)OCC(=O)N2CCNC2=O)cc(Cl)c1OC,-3,0,-1,7,-3,nt,4.5,5,3
CCCCNc1c(-c2ccc(SC(C)CC)cc2)nc2cnccn12 (stereo not given),28,nt,-9,-20,nt,29,-0.6,-11,29
COc1ccc(NC(=O)N2c3ccc(OC)cc3C(C)=CC2(C)C)cc1,2,-1,-6,3,12,-18,0.2,25*,7
O=C(NCCc1ccc(Cl)cc1)C1CCN(S(=O)(=O)c2ccc(Br)s2)CC1,12,11,3,-3,40,12,0.4,0,-5
CC(=O)c1ccc(NC(=O)c2cccc(S(=O)(=O)N3CCN(C)CC3)c2)cc1,-2,-7,-5,0,1,-15,0.2,-16,-7
c1ccc(CN2CCN(CCOCCOc3cccc4ccccc34)CC2)cc1,2,6,-7,-3,-25,-26,1.3,-7,0
COc1ccc(CN2CCCC(C(=O)c3ccc(Cl)cc3)C2)cc1Cn1cncn1 (stereo not given),75*,8,-15,-39,-4,-46,0.5,-10,12
COc1ccc(CN(Cc2cccnc2)S(=O)(=O)c2ccc(-n3cnnn3)c(OC)c2)cc1,4,7,-10,-2,5,-10,5.6,-13,12
CC(C)(C)OC(=O)N(CCc1ccccc1)Cc1ccc(OCc2cccc(NC(=O)C3CCC3)c2)cc1,-4,3,-2,2,15,nt,0.4,-9,16
Cc1noc(C)c1NC(=O)N(C)C[C@@H]1OCc2ccccc2-c2c(n(C)c3ccccc23)C(=O)N([C@H](C)CO)C[C@H]1C,-2,2,-2,-3,-10,nt,-0.4,-4,4

# (further entries)
SMILES,CHRM1 antagonist,TAAR1 agonist,M1 ag,CHRM1 PAM,TAAR1 antagonist,CHO parental Ca,M1 ag parental,CHO-K1 Ca antag,M1 PAM parental
CC(C)CNc1cc(Cl)c(S(=O)(=O)NCC(C)C)cc1C(=O)O,1,7,-2,2,-13,-11,0.4,-11,18
Nc1cc2nc3ccccc3oc-2cc1=O,5,2,0,1,12,-3,0.4,15,-8
CN1/C(=C\C(=O)CSc2nnc(N)s2)C(C)(C)c2ccccc21,-6,14,-5,6,-24,-2,5.0,15,1
CCOc1ccccc1NC(=O)CSc1nnc2c(CC)c(C)nc(N)n12,0,15,-2,4,0,-27,0.8,-20,15
Cc1nc2nc(SCc3ccccc3)[nH]n2c(=O)c1C,-4,-1,-1,5,-7,nt,1.4,-9,15
CN(C)c1ccc(S(=O)(=O)N2CCCCC2)cc1NC(=O)CCNC(=O)c1ccco1,-2,1,-4,3,16,-21,0.7,-11,10
Cc1ccc(Sc2ncccc2C(=O)NCC(c2ccc(F)cc2)N2CCOCC2)c(C)c1 (stereo not given),4,2,2,12,5,-30,0.6,1,7
CCOCCCn1c(SCc2nc3sc(C(=O)O)c(C)c3c(=O)[nH]2)nnc1-c1ccc(Cl)cc1,-1,0,-3,3,0,1,0.1,-15,4
COc1cccc(NC(=O)c2oc3ccccc3c2NC(=O)C(C)(C)C)c1,8,1,-5,-4,25,-29,-0.2,-15,9
CC(=O)CC[N+](C)(C)C,-10,2,1,4,-25,nt,-0.1,0,-1
COc1ccc(C(=O)Nc2ccccc2-c2nnn(CC(=O)N3CCOCC3)n2)cc1,3,11,-2,7,18,-8,0.9,12,-13
S=c1[nH]nc(-c2cccs2)n1/N=C/c1cn(-c2ccccc2)nc1-c1cccs1,-14,1,0,10,-14,-32,0.6,-16,18
ONC(=Nc1ccccc1)C(=Nc1ccccc1)NO,-6,17,-3,12,13,-2,0.7,-13,15
CC1=C(C(=O)N(C)C)CC(CC(=O)NCCCN(C)C)C(=O)N1Cc1ccccc1 (stereo not given),-6,0,-4,-1,-8,nt,0.4,2,8
CCCCNC(=O)C(CC)(ONc1ccccc1C(F)(F)F)c1ccccc1OC (stereo not given),4,-2,-4,2,-4,-36,-0.3,0,-8
Cc1ccc(Cn2ncc(Cl)c(Cl)c2=O)cc1,0,0,-7,-1,6,-8,-0.3,-12,10
CN(Cc1ccccc1)C(=O)CN(C1CCCCC1)S(C)(=O)=O,-16,15,-4,2,7,-5,0.2,-5,10
Cc1ccc(NC(=O)C(c2ccccc2)N2CCN(C(=O)c3ccco3)CC2)cc1Cl (stereo not given),-6,1,0,3,-6,-26,0.9,-11,17
Cc1ccc(NC(=S)N2CCC(C(=O)c3ccc(F)cc3)CC2)cc1C,-17,-1,0,15,1,nt,2.1,-11,2
CC(C)(C)c1nnc(NC(=O)c2ccc3c(c2)OCO3)s1,-4,9,8,21,4,8,-0.2,-1,14
Cc1cccc(N2CCN(S(=O)(=O)c3ccc(S(=O)(=O)N4CCCC4)cc3)CC2)c1C,9,12,-2,2,-1,-19,-0.1,-2,-2
COc1cccc(C(=O)N2CCN(c3ncccn3)CC2)c1,11,6,-2,-3,-24,1,0.3,10,-5
CS(=O)(=O)/C(C#N)=C/c1cccn1S(=O)(=O)c1ccccc1,-9,1,-1,13,5,-1,0.3,-2,11
COc1ccc(-c2n[nH]c3c2CN(C(=O)c2ccccc2)CC3)cc1,2,4,-2,-2,-5,-18,0.9,-6,6
Cc1ccc2c(c1)N(CC(=O)Nc1ncccc1C)C(=O)C(C(C)C)O2 (stereo not given),-1,3,2,5,-10,-13,-0.4,-4,2
CCC(CO)n1cnnc1-c1ccncc1 (stereo not given),-14,0,-2,11,9,-5,0.3,-3,12
Cc1ccc(Oc2ncc(CN3CCOCC3)s2)cc1,-1,11,-3,4,-9,8,0.6,-13,11
O=C(CSc1nc2c(c(=O)[nH]1)CCC2)Nc1cccc(F)c1,-17,1,-1,5,-14,-2,0.5,-6,6
COc1ccc(S(=O)(=O)NCc2cc(=O)n(C)c(=O)n2C)cc1C,-11,0,-1,8,-5,-8,1.6,-20,14
